Screening results (PubChem)
Rin1-Abl PPI inh: inhibitors of human Rin1-Abl protein interaction; P00519+Q13671; TR-FRET Rin1/Abl binding, biochemical; inhibition, % at 7.35 µM; 360,000 tested, 0.4% active; in the data active = inhibition above about 5%, passing the limit was not always enough
PABP1 MLLE inh: blocks PAM2 peptide binding to the PABP1 MLLE domain. P11940. GST-MLLE / FITC-PAM2 fluorescence polarization. inhibition, % at 20 µM. 360,000 tested, 0.36% active. AID 588489; in the data active = inhibition above about 35%, passing the limit was not always enough;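 note: plate controls were DMSO wells with GST-MLLE for no effect and wells lacking GST-MLLE protein for full effect; some results filed as inactive read as strong as hits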
MsrA inhibitor: inhibits bovine methionine sulfoxide reductase A; 360,000 tested, 0.75% active; inhibition, % at 15.5 µM; purified bovine MsrA, absorbance read-out; in the data active = inhibition above about 4.5%;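 note: 0% = vehicle wells with enzyme and 100% = reference inhibitor wells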
CSN deneddyl inh: blocks human CSN-mediated cullin deneddylation; Q92905; Purified CSN, SCF-Nedd8-OG deneddylation, fluorescence polarization; inhibition, % at 12.5 µM; 360,000 tested, 0.38% active; AID 651999;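 active = pattern-corrected inhibition above about 35%, with an unprinted fluorescence ratio check between 0.5 and 1.5, limit read from the data, passing the limit was not always enough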;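 note: 0% = enzyme with substrate and 100% = substrate without enzyme; some results filed as inactive read as strong as hits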
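assay system = purified human Csn5 enzyme expressed in HEK293T cells | amount = 0.24 nM enzyme | buffer or medium = Tris/NaCl/DTT buffer, pH 7.5 | reagent = 10 nM SCFSkp2-Nedd8OG | compound = one concentration, 12.5 µM, 0.25% DMSO | times = 90 min reaction at room temperature | signal = FP | read-out basis = % inhibition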
TbMetRS inhib: Trypanosoma brucei MetRS inhibition; purified T. brucei MetRS, ATP depletion, Kinase-Glo luminescence; inhibition, % at 11.9 µM; 360,000 tested, 0.4% active; AID 624268;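 active = inhibition above a per-plate cutoff of the control wells' mean inhibition plus 3 SD, cut at about 5.5% in these data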;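 note: 0% = DMSO wells median and 100% = median of wells with control inhibitor compound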
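Test system – parasite MetRS enzyme · Reagent – substrates ATP, L-methionine and bulk Escherichia coli tRNA · Doses – 11.9 µM compound single dose, 0.9% DMSO · Times – 15 min enzyme-compound preincubation, 2 h reaction, 10 min detection, 25 °C · Signal – Kinase-Glo luminescence, ATP depletion format · Controls – DMSO-only wells as low control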
Neddyl block: inhibitors of human cullin neddylation; TR-FRET cullin neddylation, biochemical; AID 651699; calls only at 25 µM; P61081+Q13564; 360,000 tested, 0.58% active; in the data active = inhibition above about 36%
E coli Lon inh: inhibits E. coli Lon protease; inhibition, % at 7.94 µM; purified E. coli Lon protease, fluorescence polarization; 360,000 tested, 0.42% active; in the data active = inhibition above about 13%, passing the limit was not always enough;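 note: 0% = enzyme with probe and DMSO and 100% = no enzyme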
FAS TE block: blocks the thioesterase domain of human fatty acid synthase; recombinant FAS-TE, OMFH fluorogenic substrate, fluorescence endpoint; inhibition, % at 15 µM; 360,000 tested, 0.67% active; AID 602261;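 active = compounds whose normalised, plate-corrected inhibition of enzyme fluorescence in the single-dose primary screen is 50% or more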;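 note: 0% = DMSO with enzyme and 100% = substrate without enzyme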
MsrA act: activates bovine MsrA enzyme. purified bovine MsrA, absorbance read-out. activation, % at 10.6 µM. 360,000 tested, 0.3% active; in the data active = activation above about 7.5%;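 note: 0% = vehicle and 100% = reference activator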
* hit, by the source's call; i = inactive; nt = not tested or not shown.

SMILES	Rin1-Abl PPI inh	PABP1 MLLE inh	MsrA inhibitor	CSN deneddyl inh	TbMetRS inhib	Neddyl block	E coli Lon inh	FAS TE block	MsrA act
c1ccc(-c2ccccc2OCCCN2CCCCCC2)cc1	2.5	-2.0	-2.4	9.8	-0.4	i	1.3	-4.2	-3.4
O=C(Nc1cccc(-c2cn3cccnc3n2)c1)c1ccc(Br)o1	1.1	-12.2	0.8	3.5	-0.1	nt	-6.5	-3.6	-4.5
Cc1cc(C)nc(SCc2nnc(SCC(=O)NCc3ccco3)n2-c2ccccc2)n1	-2.7	8.2	-0.3	0.6	0.1	i	-12.8	-8.8	-2.3
CCOC(=O)[C@H]1[C@H]2COc3cc(OC)ccc3[C@@H]2N2C(=O)c3cc(F)ccc3NC(=O)[C@@]12C	4.2	15.4	-0.6	-6.0	-0.1	i	2.0	0.9	0.8
COc1ccc(OC)c(S(=O)(=O)N2CCc3ccccc3C2)c1	-1.9	-16.1	1.6	2.7	-1.5	i	8.8	13.1	-3.8
Cc1ccc(-c2c(C#N)c(N)n3c(nc4ccccc43)c2C#N)cc1	-3.5	-26.4	1.7	15.8	-1.0	nt	-13.9	-5.8	-0.9
O=C1CCCC(O)=C1C=Nc1cccc(C(F)(F)F)c1	0.7	9.4	1.0	-6.2	0.1	i	-1.4	-3.5	-3.5
Cc1ccc(-n2ncc3c(=O)[nH]c(SCC(=O)N4CCCCC4)nc32)cc1	-1.0	2.1	0.4	0.2	-0.4	i	-0.8	-2.6	-2.6
Cn1cccc1/C=C1\SC(=O)N(CC(=O)Nc2ccc(Cl)cc2)C1=O	-2.2	-102.1	-1.0	2.0	1.4	i	-2.5	10.2	-4.2
CCOP(=O)(OCC)C(NC(C)=O)C(=O)c1ccccc1 (stereo not drawn)	2.7	9.0	0.8	-8.7	-0.3	i	8.3	-9.2	-9.5
O=C(O)C1CCCN1c1ncccc1[N+](=O)[O-] (stereo not drawn)	2.3	8.7	1.4	-8.0	0.5	i	13.9	-1.3	0.9
Cc1nc([N+](=O)[O-])cn1CCC#N	0.7	-4.8	-0.3	3.2	0.7	i	5.6	-4.6	-4.5
CCCCCCn1cc(CN(C)C2CN(Cc3cn(CCCCCC)nn3)S(=O)(=O)C2)nn1 (stereo not drawn)	nt	nt	-1.5	7.7	-0.6	i	-2.7	-1.7	0.0
COc1ccc(-n2nc3cc(C)c(NC(=O)c4cccnc4)cc3n2)cc1	-1.1	4.9	-0.3	-1.8	-0.8	i	1.6	-2.1	-0.3
COC(=O)c1ccc(/C=N/Nc2nc(N3CCCCC3)nc(N3CCCCC3)n2)cc1	1.3	6.8	-0.2	-0.9	-0.4	i	-2.2	1.6	-5.0
O=C(/C=C/c1ccc(Br)cc1)N1CCN(c2cccc(C(F)(F)F)c2)CC1	0.5	-0.3	1.9	4.5	0.1	i	-2.4	28.2	-0.3
Cc1noc(C)c1C(=O)Nc1ccccc1C(=O)NCCc1ccccc1	1.5	-13.5	-0.5	-0.3	0.2	i	2.1	3.4	-2.2
CCn1c(SCC(=O)NCc2ccccc2)nnc1-c1ccccc1O	-3.0	-2.6	0.4	4.0	-0.4	i	6.1	-7.2	-0.9
COc1ccccc1-c1cc(C(F)(F)F)nc(S(=O)(=O)CCCC(=O)Nc2cccnc2Cl)n1	-0.5	24.7	0.3	-2.7	-1.3	i	0.8	12.7	-7.5
COC(=O)c1c(C)[nH]c(C(=O)C(C)OC(=O)C2CC(=O)N(c3ccc(C)cc3)C2)c1C (stereo not drawn)	-0.3	0.2	-0.6	-2.2	-0.3	i	-3.9	-3.3	-2.3
Cc1nc2ccccn2c1C(=O)NN	0.7	-8.8	0.7	2.9	-0.5	i	-3.3	-10.7	-8.2
O=C(Nc1ccc2c(c1)CCC2)Nc1ccc2c(c1)OCO2	1.9	12.6	-1.4	1.9	-0.2	i	7.1	-5.3	-2.1
COC(=O)c1cc(NC(=O)CN2C(=O)CSC2=O)ccc1Cl	-0.2	-0.8	0.3	1.4	0.8	i	-4.5	-4.5	4.0
CC(Oc1cccc(F)c1)c1ccnc2nc(/N=C/N(C)C)nn12 (stereo not drawn)	2.4	1.1	2.0	-1.9	-0.3	nt	-7.7	-5.5	-3.7
Cc1cccc(S(=O)(=O)NNC(=O)c2sc(C)nc2C)c1	0.5	6.3	0.4	-0.7	0.4	i	-1.8	-9.7	-3.0
COc1ccc(N(C(=O)Cn2nnc3ccccc32)C2(C(=O)NC3CCCC3)CCCCC2)cc1	4.0	-20.2	0.4	-0.1	-0.6	i	-0.1	2.4	-2.4
COc1ccc(C2NC(=O)N(C)C3=C2C(=O)CC(C)(C)C3)cc1OC (stereo not drawn)	0.7	-3.3	0.4	0.3	-0.6	i	1.8	-2.5	-3.1
CCN(CC)S(=O)(=O)c1cccc(-c2nnc(SCC#N)n2Cc2ccccc2)c1	8.1	-22.0	0.7	4.2	-0.1	i	-15.3	-1.4	-0.1
CCCCn1c(SCC(=O)NC(=O)NCc2ccco2)nc2cc(S(N)(=O)=O)ccc21	-0.6	-51.4	1.2	8.6	0.0	i	2.3	2.9	-1.6
CCOC(=O)CNC(=O)c1ccc2[nH]c3c(c2c1)CCCC3	0.8	12.8	1.2	0.9	-0.5	nt	-1.4	-2.9	-3.0
Cc1ccc2c(c1)C(=O)C(=O)N2c1ccc(Cl)cc1	6.1	4.2	0.5	3.3	0.3	i	0.9	2.8	-1.9
Cc1ccccc1NC(=O)C(=O)NCCCN1CCCC1=O	1.6	-1.9	-1.3	2.0	-0.6	i	5.1	-4.7	-6.5
C/C=C(\C)CN1CCC(n2nccc2NC(=O)c2ccc(OC)cc2)CC1	-2.0	0.1	-0.2	4.7	-0.2	i	-0.5	-6.1	-4.2
Cc1ccc(C)c(OCc2nc(-c3cccnc3)no2)c1	2.3	-2.7	-1.6	2.4	-0.4	i	1.1	6.4	-0.6
CN1CCN(C(=O)c2ccc(CSc3ccc(Cl)cc3)cc2)CC1	-1.4	-6.3	-1.6	-3.0	-0.5	i	15.2	-3.8	-5.0
Nc1cc(C(F)(F)F)ccc1Nc1ccccc1	-0.8	3.5	-1.0	-0.7	-0.5	i	-6.5	-3.5	-10.3
Cc1cc(C(=O)NN=C2CCCC2)c2ccccc2n1	0.0	14.3	-0.1	-0.3	-0.4	i	2.4	-6.6	-3.7
O=C(NC12CC3CC(CC(C3)C1)C2)N1CCN(S(=O)(=O)c2ccc(Cl)cc2)CC1	-0.1	-7.9	0.2	-3.8	-0.1	i	-6.4	34.9	-4.0
O=C1c2ccccc2-c2c1c1ccccc1c(=O)n2CCO	-16.8	-2.1	0.7	-1.8	-0.6	i	1.3	1.8	-8.7
NC(=O)C1CCN(C(=O)CN2C(=O)c3ccccc3S2(=O)=O)CC1	0.4	16.8	0.6	-2.6	-0.7	i	-5.0	-2.4	-1.4

Continued; the last 4 above are carried over.
SMILES	Rin1-Abl PPI inh	PABP1 MLLE inh	MsrA inhibitor	CSN deneddyl inh	TbMetRS inhib	Neddyl block	E coli Lon inh	FAS TE block	MsrA act
Cc1cc(C(=O)NN=C2CCCC2)c2ccccc2n1	0.0	14.3	-0.1	-0.3	-0.4	i	2.4	-6.6	-3.7
O=C(NC12CC3CC(CC(C3)C1)C2)N1CCN(S(=O)(=O)c2ccc(Cl)cc2)CC1	-0.1	-7.9	0.2	-3.8	-0.1	i	-6.4	34.9	-4.0
O=C1c2ccccc2-c2c1c1ccccc1c(=O)n2CCO	-16.8	-2.1	0.7	-1.8	-0.6	i	1.3	1.8	-8.7
NC(=O)C1CCN(C(=O)CN2C(=O)c3ccccc3S2(=O)=O)CC1	0.4	16.8	0.6	-2.6	-0.7	i	-5.0	-2.4	-1.4
CCCc1cc(NCCCN(C)C)n2c(nc3ccccc32)c1C#N	-3.0	10.3	0.8	3.7	-0.5	nt	-8.9	-2.3	-3.3
CC1(c2nc3ccccc3[nH]2)CCCC2=Nc3ccccc3CN21 (stereo not drawn)	nt	nt	1.6	-2.6	-0.5	i	-6.5	-5.0	-3.4
COc1ccc(NC(=O)CCc2nc3ccccc3s2)c(OC)c1	2.1	9.0	0.4	-1.8	-1.1	i	-1.4	-1.7	-11.7
CCCC[C@@H]1Cc2[nH][nH]c(=O)c2[C@H](c2ccc3ccccc3c2)O1	nt	nt	-0.9	-2.9	0.1	i	7.5	-43.2	-2.8
c1ccc2c(c1)OCC(c1nn3cnnc3s1)O2 (stereo not drawn)	1.4	-13.6	-0.7	-5.9	-0.8	i	-6.5	-11.8	-12.2
CCCCc1ccc(NC(=S)NCc2cccc(OC)c2)cc1	-3.1	-59.2	0.5	6.2	-0.4	i	3.1	36.6	-8.1
COC(=O)c1ccc(N2CCC(C)CC2)c(N)c1	0.6	24.7	-2.0	1.0	-0.1	i	-7.5	-2.3	-0.1
Cc1cc(C)c2c(c1)OC(O)(C(F)F)CC2=O (stereo not drawn)	0.0	3.0	-0.1	2.0	-0.4	i	0.7	-4.5	-3.0
COCCCn1c2nc3ccccc3nc2c2c(=O)n(CC3CCCO3)cnc21 (stereo not drawn)	-3.3	1.1	0.8	-0.2	0.2	nt	-8.2	-5.7	-13.0
O=C(Cc1ccc(Cl)cc1)Nc1ccc(-c2nnc(-c3ccco3)o2)cc1	1.9	-2.6	2.3	5.8	0.2	i	-7.3	-1.9	0.3
CC(=O)c1cccc(S(=O)(=O)N2CCC(C(=O)OC3CCOC3=O)CC2)c1 (stereo not drawn)	1.9	-6.1	1.2	3.7	0.2	i	-0.2	-4.1	-3.1
CN(CC(=O)Nc1cccc(F)c1)C(=O)CCCNC(=O)c1ccc(Cl)cc1	1.5	2.9	1.4	0.8	-0.3	i	-2.3	-3.2	-7.0
CC(C)(C)OC(=O)N1CCC[C@H]1C(=O)Nc1ccc(C#N)cc1	2.3	1.6	-1.5	1.9	-1.9	i	-4.5	-6.2	-10.4
CC(C)CCN(Cc1ccco1)S(=O)(=O)c1csc(C(N)=O)c1	0.5	1.6	-0.6	0.7	0.1	i	5.2	-3.9	-0.7
CC(=O)c1ccc(NC(=O)CSc2nnc(Cc3cccn3C)n2-c2ccc(F)cc2)cc1	4.8	-4.7	0.7	-3.4	1.0	i	-3.0	-2.7	-3.8
CCOC(=O)CSc1nnc(-c2ccc([N+](=O)[O-])cc2)o1	-1.8	-31.4	1.9	1.8	-0.5	i	6.8	10.1	-3.3

Three entries already listed, arranged by SMILES length, highest first.
SMILES	Rin1-Abl PPI inh	PABP1 MLLE inh	MsrA inhibitor	CSN deneddyl inh	TbMetRS inhib	Neddyl block	E coli Lon inh	FAS TE block	MsrA act
CCOC(=O)[C@H]1[C@H]2COc3cc(OC)ccc3[C@@H]2N2C(=O)c3cc(F)ccc3NC(=O)[C@@]12C	4.2	15.4	-0.6	-6.0	-0.1	i	2.0	0.9	0.8
O=C(O)C1CCCN1c1ncccc1[N+](=O)[O-] (stereo not drawn)	2.3	8.7	1.4	-8.0	0.5	i	13.9	-1.3	0.9
COC(=O)c1ccc(N2CCC(C)CC2)c(N)c1	0.6	24.7	-2.0	1.0	-0.1	i	-7.5	-2.3	-0.1

Hits appear at their usual frequency; about 4% have a hit in one of these screens.
